Bioassay records (PubChem)
p-CIP stab down: p/CIP-EGFP fusion destabilizers, primary screen, fluorescence, F442A cells. actives 0.01% (n = 290,000). Q05BA5. 16 h. decrease of EGFP signal, % at 10 µM;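 active = EGFP signal decrease of at least 30% at 10 µM or well 3 SD below plate mean, unless failing retest; inactive = the rest, including hits failing retest or dose response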; also: some compounds called inactive have numbers as strong as hits; many of its hits are not listed in these tables
IDE inh: human IDE inhibitors in live cells, primary screen, fluorescence polarization, HEK cells, FAbetaB substrate; Insulin-degrading enzyme (Homo sapiens), P14735; FAbetaB cleavage; inhibition, % at 5.59 µM; actives 0.41% (n = 320,000); AID 434962, 2010;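 active = percent inhibition above the average of all tested compounds plus 3 SD, set per screening campaign, cut at about 16% in these data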;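 also: IDE supplied by intact live HEK cells; FP after avidin binding of uncleaved biotin substrate so inhibition keeps polarization high; 0% = DMSO wells and 100% = 60 µM reference IDE inhibitor Ii1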
UBC9 SUMO inh: inhibitors of in vitro SUMOylation cascade, primary screen, biochemical, HTRF, uHTS; SUMO-conjugating enzyme UBC9 (Homo sapiens), P63279; HTRF SUMOylation assay, SAE1/SAE2 + UBC9; inhibition, % at 35 µM; actives 0.36% (n = 290,000); AID 2006, 2009; in the data active = inhibition above about 50%, passing the limit was not always enough; also: strong numbers were not always called active
NS3 helicase inh: inhibitors of HCV NS3 helicase, primary screen, biochemical, Cy5 molecular beacon fluorescence; Hepatitis C virus NS3 helicase; NS3 helicase DNA unwinding; inhibition, % at 10.9 µM; actives 0.56% (n = 290,000);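 active = inhibition above the mean of all tested compounds plus 3 SD, set per campaign, cut at about 35% in these data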;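 also: 0% = DMSO wells and 100% = thioflavine S control wells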
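System: HCV NS3 helicase fragment; control set: DMSO and thioflavine S; technique: Cy5 fluorescence at 0 and 60 min, beacon hairpin quenching; reagent: beacon DNA duplex substrate plus ATP; replicates: singlicate; schedule: 1 h reaction at 25 °C, ATP-initiated; medium: MOPS buffer pH 6.5 with MgCl2, DTT, Tween20, BSA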
PfM18AAP inh: PfM18AAP inhibitors, malaria aminopeptidase, primary screen, biochemical, QFRET, recombinant enzyme; AID 1822, 2009; actives 1.2% (n = 290,000); inhibition, % at 7.35 µM; H-Glu-NHMec fluorogenic cleavage;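 active = inhibition above the campaign mean inhibition over all tested compounds plus 3 SD, cut at about 28% in these data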;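 also: 0% = plate median of test compound wells and 100% = 2 mM ZnCl2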
IDE act: human IDE activators in live cells, primary screen, fluorescence polarization, HEK cells, FAbeta-B substrate | actives 0.073% (n = 340,000) | FAbeta-B cleavage; 0% vehicle, 100% cell-free pure enzyme wells | AID 493087, 2011 | activation, % at 5.96 µM | Insulin-degrading enzyme (Homo sapiens), P14735;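 active = activation above the mean of all tested compounds plus 3 SD, set per screening campaign, cut at about 17% in these data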
IMP-1 inh: IMP-1 metallo-beta-lactamase inhibitors, primary screen, biochemical, epi-absorbance readout, Pseudomonas aeruginosa enzyme; inhibition, % at 5.6 µM; actives 0.45% (n = 290,000); purified IMP-1, nitrocefin hydrolysis, epi-absorbance fluorescence; AID 1556, 2009; metallo-beta-lactamase IMP-1 (Pseudomonas aeruginosa);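 active = inhibition above the mean plus 3 SD of all compounds in the same screening run, cut at about 4.5% in these data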;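 also: 0% = IMP-1 with DMSO and 100% = DMSO wells lacking enzyme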
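system = purified recombinant IMP-1 beta-lactamase | amount = 0.2 nM IMP-1, as dispensed | medium = HEPES buffer pH 7.1 with ZnSO4 and Brij 35 | times = 25 °C, 15 min preincubation, 25 min reaction | detection = plate fluorescence quenching by hydrolysis product, ex 480/em 530 nm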
VIM-2 inh: VIM-2 metallo-beta-lactamase inhibitors, primary screen, biochemical, epi-absorbance readout, Pseudomonas aeruginosa enzyme | purified VIM-2, nitrocefin hydrolysis, epi-absorbance fluorescence | inhibition, % at 5.6 µM | actives 0.89% (n = 290,000);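 active = inhibition above the mean of all tested compounds plus 3 SD, cutoff set per screening run, cut at about 7.5% in these data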;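 also: red hydrolysis product quenches plate fluorescence so inhibitors raise well fluorescence; 0% = enzyme with DMSO and 100% = DMSO without enzyme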
FID counter: compounds displacing fluorescent DNA intercalator, primary screen, artefact control for HCV NS3 helicase inhibitor project, biochemical, FID fluorescence; DNA fluorescent intercalator displacement; inhibition, % at 7.9 µM; actives 0.17% (n = 290,000); AID 1845, 2009; in the data active = inhibition above about 37%;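 also: 0% = vehicle and 100% = reference compound; higher means more ethidium bromide displaced from hairpin DNA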
* hit, by the source's call.

The opening five compounds, to show the layout:
`COCc1ccc(C(=O)N2CCCC(N(C)Cc3ccccc3)C2)s1` (stereo unspecified) gave p-CIP stab down 1, IDE inh 5, UBC9 SUMO inh -5, NS3 helicase inh 3, PfM18AAP inh -4, IDE act 4, IMP-1 inh -1.7, VIM-2 inh -4.0 and FID counter -7.
Screening c1cnc2ccc(C(c3nnnn3C3CCCC3)N3CCN(c4nc5ccccc5s4)CC3)cc2c1 (stereo unspecified) returned p-CIP stab down -2, IDE inh 6, UBC9 SUMO inh -25, NS3 helicase inh -19, PfM18AAP inh 3, IDE act -10, IMP-1 inh -2.1, VIM-2 inh -1.1 and FID counter -35.
Cc1ccccc1NC(=S)NCc1cccn1C was read as p-CIP stab down 0, IDE inh 1, UBC9 SUMO inh 8, NS3 helicase inh 2, PfM18AAP inh -11, IDE act 1, IMP-1 inh -3.7, VIM-2 inh -4.1 and FID counter -5.
`O=C1N=c2ccccc2=C1c1sc(NS(=O)(=O)Cc2ccccc2)nc1O` gave p-CIP stab down -1, IDE inh 0, UBC9 SUMO inh 4, NS3 helicase inh 7, PfM18AAP inh -2, IDE act -2, IMP-1 inh -1.6, VIM-2 inh -3.7 and FID counter -18.
Screening C/C(=N/NC(=O)CCC(=O)Nc1ccc(Br)cc1)c1ccc(Br)cc1 returned p-CIP stab down 5, IDE inh 4, UBC9 SUMO inh -4, NS3 helicase inh 7, PfM18AAP inh -7, IDE act -3, IMP-1 inh -3.3, VIM-2 inh -4.6 and FID counter -4.

The listing (from the top)
`COCc1ccc(C(=O)N2CCCC(N(C)Cc3ccccc3)C2)s1` (stereo unspecified) gave p-CIP stab down 1, IDE inh 5, UBC9 SUMO inh -5, NS3 helicase inh 3, PfM18AAP inh -4, IDE act 4, IMP-1 inh -1.7, VIM-2 inh -4.0 and FID counter -7.
Screening c1cnc2ccc(C(c3nnnn3C3CCCC3)N3CCN(c4nc5ccccc5s4)CC3)cc2c1 (stereo unspecified) returned p-CIP stab down -2, IDE inh 6, UBC9 SUMO inh -25, NS3 helicase inh -19, PfM18AAP inh 3, IDE act -10, IMP-1 inh -2.1, VIM-2 inh -1.1 and FID counter -35.
Cc1ccccc1NC(=S)NCc1cccn1C was read as p-CIP stab down 0, IDE inh 1, UBC9 SUMO inh 8, NS3 helicase inh 2, PfM18AAP inh -11, IDE act 1, IMP-1 inh -3.7, VIM-2 inh -4.1 and FID counter -5.
`O=C1N=c2ccccc2=C1c1sc(NS(=O)(=O)Cc2ccccc2)nc1O` gave p-CIP stab down -1, IDE inh 0, UBC9 SUMO inh 4, NS3 helicase inh 7, PfM18AAP inh -2, IDE act -2, IMP-1 inh -1.6, VIM-2 inh -3.7 and FID counter -18.
Screening C/C(=N/NC(=O)CCC(=O)Nc1ccc(Br)cc1)c1ccc(Br)cc1 returned p-CIP stab down 5, IDE inh 4, UBC9 SUMO inh -4, NS3 helicase inh 7, PfM18AAP inh -7, IDE act -3, IMP-1 inh -3.3, VIM-2 inh -4.6 and FID counter -4.
Screening O=[N+]([O-])c1ccccc1CSc1nnc2ccccn12 returned p-CIP stab down -5, IDE inh 4, UBC9 SUMO inh 1, NS3 helicase inh 9, PfM18AAP inh 2, IDE act 8, IMP-1 inh -3.6, VIM-2 inh -1.5 and FID counter 0.
Screening NC(=O)c1nnn(-c2nonc2N)c1-c1ccc([N+](=O)[O-])cc1 returned p-CIP stab down -6, IDE inh 2, UBC9 SUMO inh -7, NS3 helicase inh -6, PfM18AAP inh -7, IDE act 5, IMP-1 inh -0.8, VIM-2 inh -1.0 and FID counter 6.
NC(=O)c1c(C(F)(F)F)cc(-c2ccccc2)nc1NCCO was read as p-CIP stab down -12, IDE inh -2, UBC9 SUMO inh 24, NS3 helicase inh 5, PfM18AAP inh 1, IDE act 0, IMP-1 inh -4.2, VIM-2 inh -2.2 and FID counter 1.
`O=C(Nc1cccc(Cl)c1)c1ccc2c(=O)n3c(nc2c1)CCCCC3` gave p-CIP stab down 0, UBC9 SUMO inh -4, NS3 helicase inh -9, PfM18AAP inh -9, IDE act 1, IMP-1 inh -0.1, VIM-2 inh 0.9 and FID counter -5.
N#C/C(C(=O)NCc1ccccc1)=C1/N=C(NC(=O)c2ccco2)c2ccccc21 was read as p-CIP stab down -12, IDE inh 5, UBC9 SUMO inh 15, NS3 helicase inh 1, PfM18AAP inh -1, IDE act -1, IMP-1 inh -1.4, VIM-2 inh -0.2 and FID counter 5.
Screening CC1(C)Cc2cccc(OCC(=O)Nc3cc(C(F)(F)F)ccc3N3CCOCC3)c2O1 returned p-CIP stab down -33, IDE inh 2, UBC9 SUMO inh 10, NS3 helicase inh 3, PfM18AAP inh -9, IDE act 1, IMP-1 inh -2.3, VIM-2 inh -3.4 and FID counter -3.
Screening NS(=O)(=O)c1ccc(CCNC(=O)CSc2nc3ccsc3c(=O)n2CC2CCC(C(=O)O)CC2)cc1 (stereo unspecified) returned p-CIP stab down -2, IDE inh 2, UBC9 SUMO inh 1, NS3 helicase inh -9, PfM18AAP inh 2, IDE act 4, IMP-1 inh -2.4, VIM-2 inh 0.2 and FID counter -27.
Screening CCNC(=O)Nc1ccc(S(=O)(=O)Nc2cnc(C)nc2C)cc1 returned p-CIP stab down -3, IDE inh -3, UBC9 SUMO inh -3, NS3 helicase inh 11, PfM18AAP inh 7, IDE act 8, IMP-1 inh 2.4, VIM-2 inh 0.0 and FID counter 0.
CNc1nccc(-c2ccc(F)cc2)c1C#N was read as p-CIP stab down -4, IDE inh 5, UBC9 SUMO inh 3, NS3 helicase inh 6, PfM18AAP inh 5, IDE act 3, IMP-1 inh -0.7, VIM-2 inh 1.2 and FID counter -7.
`O=c1oc2ccccc2cc1-c1cn(-c2ccccc2)c(=S)[nH]1` gave p-CIP stab down 0, IDE inh 2, UBC9 SUMO inh 32, NS3 helicase inh -3, PfM18AAP inh 11, IDE act 1, IMP-1 inh -3.2, VIM-2 inh -6.5 and FID counter 2.
O=C(N/N=C/c1ccccn1)C1CC1 was read as p-CIP stab down -4, IDE inh 1, UBC9 SUMO inh 6, NS3 helicase inh -1, PfM18AAP inh 5, IDE act -2, IMP-1 inh -6.5, VIM-2 inh -6.6 and FID counter 2.
`CCCCS(=O)(=O)N1CCC(C(=O)Oc2ccccc2OC)CC1` gave p-CIP stab down 0, IDE inh -1, UBC9 SUMO inh -4, NS3 helicase inh 1, PfM18AAP inh -3, IDE act 5, IMP-1 inh -0.8, VIM-2 inh 1.7 and FID counter -35.
For COc1ccccc1N(CC(=O)Nc1ccc(F)c(F)c1)S(C)(=O)=O the results were p-CIP stab down -4, IDE inh -2, UBC9 SUMO inh 1, NS3 helicase inh -4, PfM18AAP inh 3, IDE act 1, IMP-1 inh -2.3, VIM-2 inh -5.3 and FID counter -10.
`CCn1ncc(/C=N\NC(=O)COc2ccccc2)c1C` gave p-CIP stab down -13, IDE inh -2, UBC9 SUMO inh 22, NS3 helicase inh 13, PfM18AAP inh 4, IDE act -1, IMP-1 inh -6.4, VIM-2 inh -6.2 and FID counter -7.
`O=C(O)C1CCC(N2C(=O)c3cccc([N+](=O)[O-])c3C2=O)CC1` (stereo unspecified) gave p-CIP stab down -2, IDE inh 6, UBC9 SUMO inh 7, NS3 helicase inh 5, PfM18AAP inh 0, IDE act 0, IMP-1 inh -4.6, VIM-2 inh -2.0 and FID counter 0.
`N#Cc1nc(Cc2cccc3ccccc23)oc1NCc1ccc2c(c1)OCO2` gave p-CIP stab down -1, IDE inh -5, UBC9 SUMO inh -8, NS3 helicase inh -11, PfM18AAP inh 1, IDE act 3, IMP-1 inh -3.3, VIM-2 inh 1.5 and FID counter -11.
Screening O=C(Nc1ccccc1Cl)C1(c2ccccc2)CC1(Cl)Cl (stereo unspecified) returned p-CIP stab down -11, IDE inh -3, UBC9 SUMO inh -6, NS3 helicase inh 0, PfM18AAP inh -3, IDE act -1, IMP-1 inh -1.3, VIM-2 inh -8.0 and FID counter -8.
COc1ccccc1NS(=O)(=O)c1ccc2oc(=O)ccc2c1 was read as p-CIP stab down -6, IDE inh 2, UBC9 SUMO inh -1, NS3 helicase inh 14, PfM18AAP inh -8, IDE act 1, IMP-1 inh -0.5, VIM-2 inh 0.6 and FID counter -6.
`Cc1ccc(OCC(=O)Nc2ccc3c(c2)nc(CCN2CCOCC2)n3C)cc1` gave p-CIP stab down -2, IDE inh 1, UBC9 SUMO inh 17, NS3 helicase inh -3, PfM18AAP inh -3, IDE act -3, IMP-1 inh -3.6, VIM-2 inh -1.2 and FID counter -10.
Screening CC(NC(=O)C1CCC(CNC(=O)[C@@H]2Cc3ccccc3CN2)CC1)c1ccccc1 (stereo partly specified) returned p-CIP stab down -11, IDE inh 5, UBC9 SUMO inh 21, NS3 helicase inh 14, PfM18AAP inh 3, IDE act -1, IMP-1 inh -1.7, VIM-2 inh -1.6 and FID counter 10.
`O=C1/C(=C/C=C/c2ccccc2)Oc2c1ccc(O)c2CN1CCN(CCO)CC1` gave p-CIP stab down -16, IDE inh 5, UBC9 SUMO inh 25, NS3 helicase inh -62, PfM18AAP inh 6, IDE act -6, IMP-1 inh -0.9, VIM-2 inh -2.3 and FID counter 1.
For CC(C)(C)C(=O)Nc1nnc(SCC(=O)NC2CCCC2)s1 the results were p-CIP stab down -18, IDE inh 2, UBC9 SUMO inh 39, NS3 helicase inh -6, PfM18AAP inh -13, IDE act 6, IMP-1 inh 0.2, VIM-2 inh 2.2 and FID counter -1.
Screening CN1C(=O)[C@H]2[C@@H](C3CC3)N3C(=O)CN(Cc4ccc(-c5ccccc5)cc4)C(=O)[C@@]3(C)[C@H]2C1=O returned p-CIP stab down -14, IDE inh 1, UBC9 SUMO inh 8, NS3 helicase inh -9, PfM18AAP inh -3, IDE act -1, IMP-1 inh -3.0, VIM-2 inh 0.5 and FID counter -36.
`C/C(Cc1ccccc1)=N\NC(=O)CNC(=O)c1ccccc1Br` gave p-CIP stab down -3, IDE inh -5, UBC9 SUMO inh 1, NS3 helicase inh 2, PfM18AAP inh -8, IDE act -2, IMP-1 inh -2.1, VIM-2 inh 0.8 and FID counter -2.
